Compound activity as filed in PubChem BioAssay.
Dynein transport = dynein cargo transport inhibition; 3617.4 mouse cells, GR-EGFP nuclear translocation imaging; test concentration mostly 20 µM; stimulated with dexamethasone, 1 µM; active compounds read low; z-score, hits read low; 220,000 compounds, 0.47% hits; AID 1381;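 active = plate z-score of nuclear minus cytoplasmic receptor signal below a set negative limit, without overly bright fluorescence or cell loss, cut at about -3.5 in these data, passing the limit was not always enough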;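 also: z-score of nuclear minus cytoplasmic ring GR-EGFP intensity difference per well; some compounds called inactive have numbers as strong as hits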
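Also added – dexamethasone, 1.0 µM final · Buffer or medium – tet-free, stripped-serum medium · Schedule – induction 48 h, compound 1 h, agonist 30 min · Detection – formaldehyde fixation, Hoechst nuclear stain, 10x automated fluorescence imaging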
human PMI inhibitors = MPI inhibition at elevated mannose 6-phosphate – biochemical, fluorescence intensity, high mannose 6-phosphate, primary screen (AID 1220); recombinant PMI enzyme, coupled fluorescence intensity; higher % means a stronger effect; inhibition, % at 20 µM, or IC50 in µM where a hit was titrated; 190,000 compounds, 0.66% hits
XIAP displacement = small molecules displacing peptide from XIAP – biochemical, IAP family, fluorescence polarization (AID 1018). 200,000 compounds, 0.007% hits. XIAP BIR domain, fluorescence polarization peptide displacement; higher % means a stronger effect. displacement, % at 20 µM, or IC50 in µM where a hit was titrated; in the data active = displacement above about 50%; also: a part of the inactive calls stands beside numbers as strong as those of hits
P. falciparum M17LAP = P. falciparum M17LAP inhibitors, primary screen, biochemical, fluorogenic H-Leu-NHMec substrate, 1536-well (AID 1619) | 220,000 compounds, 0.38% hits | recombinant M17LAP, H-Leu-NHMec fluorogenic kinetic assay; higher % means a stronger effect | inhibition, % at 30 µM; hits with a dose series show IC50 in µM;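 active = compound inhibiting the enzyme by more than half at any dose during confirmatory dose-response retesting; inconclusive = strong single-dose inhibitors picked by rank but not retested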;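 also: plate controls were full reaction with DMSO carrier for no effect and no enzyme background for full effect; strong numbers were not always called active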
LYP inhibition = PTPN22 lymphoid phosphatase activity blockers – biochemical, fluorescence intensity, uHTS (AID 1779); recombinant LYP phosphatase, fluorescence intensity; higher % means a stronger effect; inhibition, % at 11.5 µM, or IC50 in µM where a hit was titrated; 290,000 compounds, 0.054% hits;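 also: plate controls were vehicle with enzyme for no effect and no enzyme for full effect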
M1AAP inhibition = malaria alanyl aminopeptidase activity blockers – biochemical, fluorogenic H-Leu-NHMec substrate, 1536-well (AID 1445); recombinant M1AAP, H-Leu-NHMec fluorogenic kinetic assay; higher % means a stronger effect; 220,000 compounds, 0.42% hits; inhibition, % at 30 µM, or IC50 in µM where a hit was titrated;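 active = primary inhibition above the hit cutoff, then over 50% inhibition at one or more dose response concentrations, cut at about 23% in these data, passing the limit was not always enough; inconclusive = conflicting primary data, or primary hits not chosen for dose response; inactive = low primary inhibition, or under 50% at every dose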;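 also: plate controls were DMSO full reaction for no effect and no enzyme background for full effect; strong numbers were not always called active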
human PMI inhibition = MPI enzyme activity inhibition – biochemical, fluorescence intensity, coupled assay, primary screen (AID 1209); purified PMI enzyme, coupled fluorescence intensity; higher % means a stronger effect; 190,000 compounds, 0.42% hits; inhibition, % at 20 µM, or IC50 in µM where a hit was titrated;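 also: plate controls were DMSO vehicle for no effect and wells lacking substrate for full effect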
AID2073 = inhibitors of Mint1-CaV2.2 protein interaction, biochemical, HTRF (AID 2073). HTRF protein-protein interaction, Mint1-CaV2.2; higher % means a stronger effect. inhibition, % at 20 µM, or IC50 in µM where a hit was titrated. 290,000 compounds, 0.19% hits; in the data active = inhibition mostly above about 51%, no sharp cut-off; inconclusive = no clear call, values can overlap the other calls; inactive = mostly below about 53%; also: some results filed as inactive read as strong as hits
SIAH1 antagonists = blockers of Siah-1 interaction with plectin peptide – biochemical, fluorescence polarization, rhodamine-plectin, uHTS, primary screen (AID 1817); displacement, % at 20 µM, or IC50 in µM where a hit was titrated; Siah-1 / rhodamine-plectin peptide fluorescence polarization; higher % means a stronger effect; 290,000 compounds, 0.02% hits;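 active = displacement of at least 50% at 20 µM, with a fluorescence ratio check between 0.3 and a set limit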;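 also: plate controls were Siah plus tracer with DMSO for no effect and tracer alone without Siah for full effect; strong numbers were not always called active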
Dynein transport cytoplasmic EGFP = second read-out of Dynein transport, no call of its own (marks repeat the call); z-score; measured here: cytoplasmic GR-EGFP intensity; active compounds read high
Dynein transport nuclear GR-EGFP = further read-out of Dynein transport, marked with its call; z-score; measured here: nuclear GR-EGFP intensity;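 lower value marks the stronger effect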
Dynein transport cell count = recorded beside Dynein transport, whose call it bears; z-score; measured here: cell count per field
Numbers without * were called inactive; ? = inconclusive; / = not tested or not shown. Rule as the data show it, unless noted: active = inhibition above about 50%; inactive = the rest.

SMILES	Dynein transport	Dynein transport cytoplasmic EGFP	Dynein transport nuclear GR-EGFP	Dynein transport cell count	human PMI inhibitors	XIAP displacement	P. falciparum M17LAP	LYP inhibition	M1AAP inhibition	human PMI inhibition	AID2073	SIAH1 antagonists
Cc1ccc(S(=O)(=O)NCC(=O)N2CCOCC2)cc1	0.13	-0.11	0.13	-0.65	8%	-4.8%	-2%	-13%	-1%	8%	-3%	-3%
CC1CCCN(C(=O)CSc2nc3ccccc3o2)C1 (stereo unspecified)	0.67	-0.23	-0.62	-0.048	-5%	-5.0%	-10%	-6%	1%	-3%	0%	3%
O=C(Nc1ccc(S(=O)(=O)Nc2nccs2)cc1)C1CCCCC1	-0.55	-0.11	0.11	-0.25	-1%	1.8%	16%	-5%	22%	-3%	1%	3%
CNc1nc(N2CCc3ccccc32)ncc1F	-0.0089	-0.26	0.012	0.5	9%	-9.1%	17%	-3%	12%	22%	9%	2%
CCC1(C)CC2(CCCN(CCC(O)(c3ccccc3)c3ccccc3)C2)CCO1 (stereo unspecified)	0.41	-0.25	0.091	0.25	/	/	9%	-11%	3%	/	2%	-5%
O=C1CCc2ccc(NS(=O)(=O)c3ccc(F)cc3)cc2N1	-1.5	-0.26	-0.61	1.9	-11%	-13%	-7%	-6%	6%	-9%	-12%	0%
CCCN(C(=O)Cn1ncc2c(=O)oc3ccccc3c21)c1cccc(C)c1	-0.21	-0.025	0.15	-0.55	3%	-5.9%	-6%	-5%	3%	11%	-1%	3%
Cc1ccc(-c2noc(CCC(=O)Nc3cc(C)ccn3)n2)cc1	0.47	-0.23	0.21	-0.033	-1%	1.2%	11%	-8%	3%	-13%	17%	7%
COc1ccccc1N1CCN(C(=O)CN(C)S(=O)(=O)c2cc(C)ccc2OC)CC1	0.036	-0.16	0.36	-0.2	14%	-3.7%	-1%	-8%	-2%	14%	3%	2%
CC(NC(=O)Cn1nc(-c2ccccc2)ccc1=O)c1ccccc1 (stereo unspecified)	-0.53	-0.27	0.35	-0.4	/	/	4%	-5%	-1%	/	0%	-1%
CCCNC(=O)c1cccc(COc2ccccc2OC)c1	1.3	-0.081	0.98	-1.6	-2%	-1.0%	-4%	1%	-6%	-4%	-2%	2%
CCc1ccc(NC(=O)c2c(C(=O)Nc3ccccc3)sc3nc(C)cc(=O)n23)cc1	0.82	-0.039	0.69	-1.5	-2%	-5.1%	-8%	-3%	1%	6%	-4%	1%
Cc1cnc(C(=O)OCC(=O)c2csc(N3CCCCC3)n2)cn1	-1.5	-0.22	-0.67	0.78	1%	-2.5%	26%	-3%	15%	1%	4%	-9%
Cc1cc(C)c(S(=O)(=O)N2CCCOC2CNC(=O)C(=O)NCc2ccccn2)c(C)c1 (stereo unspecified)	0.23	-0.25	-0.41	-0.94	2%	-3.8%	-7%	-6%	-3%	6%	7%	4%
COc1ccc(-n2cccc2C=O)cc1	-0.71	-0.27	-0.26	1.2	0%	-1.6%	-19%	-9%	-3%	14%	2%	2%
O=C(COC(=O)[C@@H]1CCCN1C(=O)c1cccs1)Nc1ccc(F)cc1[N+](=O)[O-]	1.8	-0.17	0.6	-0.48	-5%	-1.4%	18%	-5%	5%	-8%	0%	4%
CCCCn1c(SCC(=O)NCc2ccco2)nnc1-c1ccco1	-1.1	-0.3	-0.37	0.44	10%	-6.6%	8%	-6%	5%	4%	-6%	0%
CSCCC(NC=C1C(=O)OC(C)(C)OC1=O)C(=O)O (stereo unspecified)	-0.5	-0.17	0.013	-0.22	0%	-3.5%	-5%	-7%	-6%	6%	-1%	-3%
COc1ccc(N2CCN(C(=O)c3ccncc3)CC2)cc1	2	-0.33	0.69	-0.71	-15%	-2.2%	5%	-7%	9%	-5%	-11%	-4%
O=C(COC(=O)Cc1ccccc1[N+](=O)[O-])NCC1CCCCC1	0.17	-0.33	-0.23	0.1	-6%	-1.7%	1%	-11%	4%	-7%	15%	6%
O=C1NC(=Nc2ccc(Cl)cc2)/C(=C/c2ccco2)S1	-0.15	-0.035	0.38	-0.64	21%	-0.9%	6%	10%	7%	1%	55%*	31%
C=CCSc1nnc2nc3[nH]c4c(C)cccc4c3nn12	-0.57	-0.11	-0.66	-0.03	-2%	-7.4%	1%	2%	2%	-3%	3%	2%
Cn1c(CN2CCOCC2)nnc1SCC(=O)Nc1nccs1	-1.2	-0.28	-0.49	0.82	6%	-1.3%	-18%	4%	13%	8%	3%	0%
COc1ccc(C)cc1NC(=O)C(OC(=O)c1cc(C)oc1C)c1ccccc1 (stereo unspecified)	-0.41	-0.24	-0.37	0.23	6%	-6.2%	4%	6%	4%	12%	5%	6%
O=S(=O)(CC(c1ccccc1)N1CCCCC1)c1ccc(Cl)cc1 (stereo unspecified)	0.31	-0.24	-0.1	-0.0057	/	/	-2%	-5%	1%	/	?	-6%
O=C(N/N=C/c1ccc([N+](=O)[O-])s1)c1cccc(Br)c1	-1.1	-0.15	-0.58	1.4	-52%	-1.1%	2%	0%	0%	-39%	23%	20%
COc1cc(S(=O)(=O)N2CCCCC2)c(OC)cc1Br	0.59	-0.15	0.32	-1.3	/	-0.8%	-8%	0%	10%	/	0%	2%
O=C(NC(=S)Nc1ccc2c(c1)OCCO2)c1ccco1	0.18	-0.28	0.53	0.32	/	/	-3%	-7%	10%	/	-14%	-4%
Nc1nnc(CSCc2ccc(Cl)cc2)s1	-0.75	-0.079	0.15	0.9	12%	0.0%	-15%	-7%	0%	5%	2%	6%
COc1ccc(N2C(=O)/C(=C\c3ccco3)N=C2SCC(=O)N(C(C)C)C(C)C)cc1Cl	-0.097	-0.15	-0.36	0.14	2%	-8.7%	33%	4%	12%	13%	43%	8%
OC1CCN(C(=S)NCCc2ccccc2)CC1	0.57	0.042	0.57	0.25	-10%	-3.0%	-7%	-8%	9%	-10%	-22%	-4%
CCOC(=O)CSc1nnc2n(C3CCCCC3)c(=O)c3c4c(sc3n12)CCCC4	-0.49	-0.18	0.23	0.081	9%	-4.5%	12%	-3%	4%	13%	10%	-2%
CNC(=O)COc1ncnc2scc(-c3ccc(F)cc3)c12	0.56	-0.16	0.36	-1.2	1%	-8.2%	-3%	-3%	0%	-2%	12%	4%
O=c1[nH]c2ccc(Cl)cc2c(-c2ccccc2)c1SC(=S)N1CCCCC1	1.9	0.15	1.2	-1.6	-2%	-3.0%	-1%	2%	?	0%	-43%	-5%
O=C1CC(SC2=NCCS2)C(=O)N1c1ccc(Cl)cc1 (stereo unspecified)	0.089	-0.24	0.15	0.11	-3%	0.0%	2%	0%	13%	-2%	-2%	3%
CCOC(=O)C(NC(=O)CC)(Nc1ccc(S(=O)(=O)Nc2cc(C)on2)cc1)C(F)(F)F (stereo unspecified)	0.63	-0.16	1.2	-0.94	11%	-7.3%	-9%	-5%	-7%	11%	3%	1%

2 records drawn at random from those above:
SMILES	Dynein transport	Dynein transport cytoplasmic EGFP	Dynein transport nuclear GR-EGFP	Dynein transport cell count	human PMI inhibitors	XIAP displacement	P. falciparum M17LAP	LYP inhibition	M1AAP inhibition	human PMI inhibition	AID2073	SIAH1 antagonists
COc1ccc(N2CCN(C(=O)c3ccncc3)CC2)cc1	2	-0.33	0.69	-0.71	-15%	-2.2%	5%	-7%	9%	-5%	-11%	-4%
CNc1nc(N2CCc3ccccc32)ncc1F	-0.0089	-0.26	0.012	0.5	9%	-9.1%	17%	-3%	12%	22%	9%	2%

The listing continues.
SMILES	Dynein transport	Dynein transport cytoplasmic EGFP	Dynein transport nuclear GR-EGFP	Dynein transport cell count	human PMI inhibitors	XIAP displacement	P. falciparum M17LAP	LYP inhibition	M1AAP inhibition	human PMI inhibition	AID2073	SIAH1 antagonists
COc1ccc(NC(=O)c2cc([N+](=O)[O-])ccc2N2CCCC2)cc1	-0.087	-0.16	-0.12	0.14	17%	-6.6%	-4%	1%	7%	17%	-6%	-1%
COc1ccc(S(=O)(=O)N2CCCC2C(=O)Nc2ccc(C(C)=O)cc2)cc1 (stereo unspecified)	-0.51	-0.2	-0.052	0.37	16%	-6.7%	-1%	0%	4%	17%	2%	3%
O=C(Cc1cccc2ccccc12)Nc1cccnc1	-0.34	-0.3	-0.1	0.58	0%	-7.3%	11%	-10%	4%	-2%	1%	0%
CCCCn1c(CN2CCN(C)CC2)nc2ccccc21	0.07	-0.18	0.22	0.11	-15%	-2.4%	-8%	-3%	-1%	-19%	0%	-1%
CC(=O)Nc1nnc(SCc2cc(=O)c(OC(=O)c3ccccc3)co2)s1	0.11	-0.29	0.25	-0.27	1%	-6.6%	-6%	-5%	-2%	0%	-1%	5%
Cc1ccc(C(C(=O)NC2CCCC2)N(C(=O)Cc2cccs2)c2ccc(C)c(C)c2)o1 (stereo unspecified)	0.47	-0.2	0.024	-0.59	19%	-1.6%	2%	2%	1%	20%	-1%	3%
COC(=O)c1cnc(NNS(=O)(=O)c2ccc(Cl)cc2)nc1C(F)(F)F	-0.28	0.088	-0.036	-0.2	/	/	14%	2%	12%	/	3%	3%
CN(C(=O)CSc1nnc2ccccn12)c1c(N)n(Cc2ccccc2)c(=O)[nH]c1=O	0.041	-0.19	0.22	-0.24	4%	-6.5%	12%	-6%	1%	12%	14%	0%
COc1ccc(CNC(=O)C2CCN(S(=O)(=O)c3cccc4cccnc34)CC2)cc1	-0.29	-0.23	0.51	0.18	-3%	-2.5%	11%	-4%	11%	-14%	-7%	5%
N#Cc1c(NC(=O)CSc2nc3c(c(C(F)(F)F)n2)CCc2ccccc2-3)sc2c1CCCC2	-0.76	-0.23	-0.75	0.88	8%	-1.2%	1%	-4%	8%	6%	-12%	7%
CC1=NN(c2ccc(S(=O)(=O)O)cc2C)C(=O)C1	1.9	-0.22	1.3	-1.1	-142%	-0.6%	-56%	-11%	2%	-64%	0%	-3%
CS(=O)(=O)Nc1ccccc1C(=O)O	0.25	-0.25	0.49	0.79	6%	-2.7%	12%	-3%	3%	8%	4%	2%
C=CCn1c(O)c(N=NC(=S)Nc2ccccc2F)c2cc(S(=O)(=O)N3CCOCC3)ccc21	-0.6	-0.18	0.078	0.35	26%	-4.4%	-7%	-1%	10%	12%	26%	-7%
O=[N+]([O-])c1ccc(Cl)cc1N1CCCC1	-0.38	-0.052	-0.2	0.24	2%	0.6%	6%	-3%	8%	2%	-9%	2%
CCOC(=O)N1CCN(C(=O)CN(c2cc(Cl)ccc2OC)S(=O)(=O)c2ccccc2)CC1	-0.2	-0.14	0.35	0.39	6%	-18%	-2%	-4%	3%	0%	6%	0%
